Screening results (PubChem)
SENP1 FRET inh: human SENP1 catalytic domain inhibitors, primary screen, biochemical, FRET, uHTS; recombinant SENP1 catalytic domain, CyPet-SUMO1-YPet FRET cleavage; inhibition, % at 10 µM; 360,000 tested, 0.21% active; AID 624204, 2012;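 active = inhibition at least 30% at 10 µM, raw YFP signal under a set limit, fluorescence ratio 0.5 to 1.5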;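 also: 0% = enzyme with DMSO and 100% = no enzyme wells; some results filed as inactive read as strong as hits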
Target sequence (Q9P0U3 419-644 limits assumed): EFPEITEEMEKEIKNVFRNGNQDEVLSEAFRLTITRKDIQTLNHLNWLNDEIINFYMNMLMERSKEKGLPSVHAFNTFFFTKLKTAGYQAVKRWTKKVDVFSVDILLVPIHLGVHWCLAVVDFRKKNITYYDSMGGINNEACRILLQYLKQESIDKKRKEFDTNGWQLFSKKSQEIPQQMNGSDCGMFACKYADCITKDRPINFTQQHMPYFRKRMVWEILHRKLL
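Assay system: hSENP1 catalytic domain, recombinant. Amount: SENP1 enzyme, 20 pM final. Schedule: 50 min reaction, RT, dark. Technique: FRET, CFP and YFP emission. Control set: no-enzyme wells low, DMSO-plus-enzyme wells high control.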
PfGluPho inh: PfG6PD enzyme inhibitors, primary screen, biochemical, fluorescence intensity, uHTS; 350,000 tested, 0.78% active; inhibition, % at 20 µM; PfGluPho enzyme, NADPH resazurin-diaphorase fluorescence; glucose-6-phosphate dehydrogenase-6-phosphogluconolactonase (Plasmodium falciparum 3D7); AID 504690, 2011;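 active = inhibition reaching at least a set limit at 20 µM in the primary screen, cut at about 59% in these data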;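 also: 0% = DMSO wells with substrate and 100% = DMSO wells lacking glucose-6-phosphate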
SENP8 block: human SENP8 protease inhibitors, primary screen, biochemical, fluorescence, Nedd8 protein substrate, uHTS | Sentrin-specific protease 8 (Homo sapiens), Q96LD8 | recombinant SENP8 | inhibition, % at 20 µM | 360,000 tested, 0.64% active | AID 602440, 2012; in the data active = inhibition mostly above about 40%, no sharp cut-off; inactive = mostly below about 27%
Target sequence (Q96LD8 whole entry, looked up): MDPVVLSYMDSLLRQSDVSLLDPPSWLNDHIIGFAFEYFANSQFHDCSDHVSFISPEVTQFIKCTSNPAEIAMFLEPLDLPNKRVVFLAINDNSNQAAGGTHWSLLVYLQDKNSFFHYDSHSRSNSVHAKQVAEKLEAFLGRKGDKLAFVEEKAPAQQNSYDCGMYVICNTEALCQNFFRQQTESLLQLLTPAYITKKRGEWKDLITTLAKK
* = called active by the depositor; i = inactive.

Preview:
SMILES	SENP1 FRET inh	PfGluPho inh	SENP8 block
O=C(OCn1nnc2ccccc2c1=O)c1ccc(F)c(S(=O)(=O)N2CCOCC2)c1	0	-4	19
COc1ccc(NC(=O)N(C)C[C@@H]2OCc3cnnn3CCCC(=O)N([C@H](C)CO)C[C@@H]2C)cc1	0	0	13
O=C(O)CN1C(=O)/C(=C\c2ccccc2OCc2ccccc2)SC1=S	-1	-50	14

The listing, repeating the preview:
SMILES	SENP1 FRET inh	PfGluPho inh	SENP8 block
O=C(OCn1nnc2ccccc2c1=O)c1ccc(F)c(S(=O)(=O)N2CCOCC2)c1	0	-4	19
COc1ccc(NC(=O)N(C)C[C@@H]2OCc3cnnn3CCCC(=O)N([C@H](C)CO)C[C@@H]2C)cc1	0	0	13
O=C(O)CN1C(=O)/C(=C\c2ccccc2OCc2ccccc2)SC1=S	-1	-50	14
COc1ccccc1C(=Cc1ccc([N+](=O)[O-])cc1)C(=O)O	5	5	33
CN(C)S(=O)(=O)c1ccc(C(=O)Nc2nnc(SCC(=O)N3CCOCC3)s2)cc1	2	-31	7
CC(=O)c1c(C)[nH]c(C(=O)OCC(=O)NC(C)c2ccccc2)c1C (stereo not drawn)	3	0	2
CSCCC(NC(=O)COc1ccccc1)C(=O)NCC(C)(C)N1CCOCC1 (stereo not drawn)	-2	4	14
CCCCC(=O)Nc1ccc(Cl)cc1F	0	-5	12
CCOC(=O)C1(Cc2ccccc2C)CCCN(C(=O)c2ccc(C(C)=O)s2)C1 (stereo not drawn)	2	-3	17
Cc1cccc(NC(=O)CNC(=O)c2cc(S(=O)(=O)N(C)C)ccc2N2CCCC2)c1C	-2	-3	-69
Cc1cn([C@H]2C[C@H](O)[C@@H](CNS(=O)(=O)c3ccc(NS(=O)(=O)N(C)C)cc3)O2)c(=O)[nH]c1=O	0	-4	10
CCOC(=O)CCCCCC(=O)Nc1ccc2c(c1)C(=O)N([C@@H](C)CO)C[C@H](C)[C@H](CN(C)C(=O)Nc1ccc(F)cc1)OCCCC[C@H](C)O2	-4	8	-10
COCCCN1C(=O)C(CC(=O)NC2CCCCC2)CC(C(=O)N2CCOCC2)=C1C (stereo not drawn)	-3	16	11
COc1ccc(Cl)cc1NC(=O)CN1C(=O)C(=O)N(C2CCCC2)C1=O	2	-17	25
CCCC(C(=O)NC(C)(C)C)N(Cc1ccccc1)C(=O)c1snc(C(N)=O)c1N (stereo not drawn)	-16	-1	-494
CCOC(=O)C1(CCOC)CCCCC1=O (stereo not drawn)	2	1	3
Cc1noc(C)c1S(=O)(=O)Nc1ccc2c(c1)C(=O)N([C@@H](C)CO)C[C@@H](C)[C@@H](CN(C)CC1CCCCC1)OCCCC[C@@H](C)O2	-2	16	-2
Cc1ccccc1Oc1ccc2c(c1)[C@@H]1C[C@H](N(C)C(=O)c3cccnc3)[C@H]([C@H](C)O)C(=O)N1CC2	-6	18	-23
C[C@H](CO)N1C[C@H](C)[C@H](CN(C)Cc2ccncc2)OCc2ccccc2-c2c(n(C)c3ccccc23)C1=O	-1	-13	9
COc1ccc(CC(=O)Nc2cc(S(=O)(=O)N3CCCCC3)ccc2OC(C)C)cc1OC	1	14	6
COc1ccc(C(=O)C2CCCN(C(=O)c3csc(SC)n3)C2)cc1F (stereo not drawn)	2	16	18
O=[N+]([O-])C1C(c2ccccc2)C12c1ccccc1-c1ccccc12 (stereo not drawn)	3	33	22
Oc1ccccc1C=NNC(=S)NC1CC2C=CC1C2 (stereo not drawn)	-121	-22	-188
C[C@@H]1CN([C@@H](C)CO)C(=O)c2cc(Br)cnc2O[C@@H]1CN(C)C(=O)Nc1ccc(F)cc1	1	1	5
CN(C)CCOc1ccc2c(c1)C(=O)C(=Cc1ncc([N+](=O)[O-])n1C)C2	2	5	20

(next part)
SMILES	SENP1 FRET inh	PfGluPho inh	SENP8 block
CCCCCC(=O)N1C[C@H](O)[C@@H](n2cc(-c3ccc(F)cc3)nn2)C[C@@H]1c1ccc(OC)cc1	2	15	-23
COc1ccc([C@H]2N[C@]3(CCCN(Cc4ccc(C(F)(F)F)cc4)C3=O)[C@H]3C(=O)N(C)C(=O)[C@@H]23)cc1	2	3	-23
Cc1cc2c(cc1C)NC(=O)C(C)CN2 (stereo not drawn)	3	17	-238
O=C(O)Cn1c2ccccc2c2nc3ccccc3nc21	-51	8	-413
C[C@@H]1Cn2cnc(C(=O)Nc3cccc(Cl)c3)c2C(=O)N1	0	2	8
COc1ccc(CNC(=O)c2ccc(Cl)c(S(=O)(=O)N3CCCCCC3)c2)cc1	-1	8	0
O=C(C1CC=CCC1)N1CCCCCC1 (stereo not drawn)	0	-3	16
O=C(NCc1ccncc1)C(=O)NCC1OCCN1S(=O)(=O)c1ccccc1 (stereo not drawn)	1	-7	-1
CCCCN1C(=O)C(CC(=O)NCCCN(C)C)CC(C(=O)N(C)C)=C1C (stereo not drawn)	-5	9	-5
COc1cc2nnn(-c3ccncc3)c2cc1OC	1	7	18
C[C@H](CO)N1C[C@H](C)[C@H](CN(C)C(=O)c2ccc3ccn(C)c3c2)OCc2cnnn2CCCC1=O	2	-6	-7
Cc1noc(C)c1NC(=O)N(C)C[C@H]1OCCCC[C@@H](C)Oc2ccc(NC(=O)c3ccccc3)cc2C(=O)N([C@H](C)CO)C[C@@H]1C	-1	15	11
COc1ccc([C@H]2C[C@@H](n3cc(-c4ccc(F)cc4)nn3)[C@H](O)CN2C(=O)c2cccs2)cc1	3	-8	11
COc1ccc(-c2c(N)cnc(C(=O)O)c2C)c(OCc2ccccc2)c1OC	-1	-35	-24
O=C(Nc1ccc(C(=O)N2CCCC2)cc1)c1cc(F)c(F)cc1Cl	3	4	16
COc1ccc(C(CNC(=O)CSc2ccccc2)N2CCOCC2)cc1 (stereo not drawn)	-1	-8	18
C[C@H](NC(=O)c1nc[nH]c1C(=O)NC[C@@H](C)O)c1ccccc1	0	-4	5
CCN(CC)C(=O)C1=C(C)N(Cc2ccccc2)C(=O)C(CC(=O)NC2CC2)C1 (stereo not drawn)	1	-2	11
N#Cc1ccccc1OCC(=O)NC1CCCCCC1	2	-4	10
CCN(CC)C(=O)C1=C(C)N(CCC2=CCCCC2)C(=O)C(CC(=O)NCCCCc2ccccc2)C1 (stereo not drawn)	3	7	4
CCN(CC)S(=O)(=O)c1ccc(N2CCCC2)c(NC(=O)CSCc2c(C)noc2C)c1	0	9	3
Cc1cc(C)n2[nH]c(=O)cc2n1	2	19	-8
CN1OC[C@@H]2CN(S(=O)(=O)c3cccc4ccccc34)[C@H](c3ccc(-c4cccnc4)cc3)C[C@@H]21	2	31	4
COCCN(C(=O)CSc1nnc(-c2ccc(F)cc2)n1N)c1c(N)n(CC(C)C)c(=O)[nH]c1=O	-2	3	11
O=C1[C@H]2[C@@H](c3ccccc3)N[C@]3(CCCN(Cc4ccco4)C3=O)[C@H]2C(=O)N1Cc1ccccc1	0	-12	-5

Next part.
SMILES	SENP1 FRET inh	PfGluPho inh	SENP8 block
CCOC(=O)CCCCCC(=O)Nc1ccc2c(c1)C(=O)N([C@@H](C)CO)C[C@@H](C)[C@H](CN(C)S(=O)(=O)c1cccs1)OCCCC[C@H](C)O2	0	19	7
COC(=O)C1(C)NC(c2cccc(C)c2)C2C(=O)N(c3ccccc3)C(=O)C21 (stereo not drawn)	1	-11	12
O=C1NCCCN1C1OC(CO)C(O)C1O (stereo not drawn)	2	0	6
CC(C)(C)CCN1CCC(CN2CCNC2=S)CC1	2	1	8
COCC(=O)N(C)[C@H]1C[C@H]2c3[nH]c4ccccc4c3CCN2C(=O)[C@H]1[C@H](C)O	-104	8	-130
C[C@H]1CN([C@@H](C)CO)C(=O)c2cc(-c3ccccc3F)cnc2O[C@H]1CN(C)C(=O)C1CCOCC1	2	-6	4
C=CCN1c2ccccc2Sc2cnccc21	28	-5	-357
Cc1ccc(S(=O)(=O)N2C[C@@H](C)[C@]3(C2)[C@H](O)[C@H](OC(=O)Nc2c(C)noc2C)C[C@H]2C(=O)N(c4ccccc4)C(=O)[C@H]23)cc1	1	6	8
Cc1ccc(-c2ccc(CN3C(CC(C)C)C(=O)N(Cc4cn(CCC5OCCCO5)nn4)CCS3(=O)=O)cc2)cc1 (stereo not drawn)	2	34	15
CC1=C(C(=O)N2CCOCC2)CC(CC(=O)NC2CCCC2)C(=O)N1Cc1ccc(C(C)(C)C)cc1 (stereo not drawn)	0	-1	13
Cc1ccc(S(=O)(=O)N2C[C@H]3[C@H]4C(=O)N(c5ccccc5)C(=O)[C@H]4C[C@H](OC(=O)NC4CCCC4)[C@@]3(O)C2)cc1	-1	-5	-1
CCCCC(=O)N1C(C)CCC1C (stereo not drawn)	3	-8	18
COCC(=O)N(C)C[C@H]1Oc2ncc(C#C[C@H](C)O)cc2C(=O)N([C@@H](C)CO)C[C@H]1C	-2	6	12
C[C@@H]1CN([C@@H](C)CO)C(=O)c2cc(NC(=O)Nc3cccc4ccccc34)ccc2O[C@@H](C)CCCCO[C@H]1CN(C)C(=O)c1ccccc1	-2	-8	-152
COc1ccc(C(=O)C(=NN)c2ccccc2)cc1	2	0	17
CC(=O)c1ccc(NC(=O)CN2CCN(S(=O)(=O)c3ccc4c(c3)OCCO4)CC2)cc1	4	7	-7
COCc1ccc(C(=O)N2CCCC(N3CCN(c4cccc(Cl)c4)CC3)C2)s1 (stereo not drawn)	2	-2	19
Cc1cccc(C(=O)OCC(=O)N2c3ccccc3CC2C)c1C (stereo not drawn)	-1	24	11
CN(C)C=Nc1ccc([N+](=O)[O-])c2ccccc12	-58	8	22
O=C1NN=C2CCCCCCC12 (stereo not drawn)	2	-21	18
O[C@H]1C[C@H](c2ccc(Cl)cc2)N(CC2CCCCC2)C[C@@H]1n1cc(C2CC2)nn1	-3	38	4
CCN(CC)CCCNc1cc(C)c(C#N)c2nc3ccccc3n12	-68	-3	i
COc1ccccc1S(=O)(=O)N(C)C[C@@H]1OCc2cn(nn2)CCCC(=O)N([C@H](C)CO)C[C@H]1C	-1	3	4
Cc1cc(F)ccc1NC(=O)c1ccc(NS(=O)(=O)c2cccs2)cc1	0	-2	15
C#CCN(C[C@@H]1[C@@H](OC(=O)NCc2ccc(OC)c(OC)c2)[C@@H](OC(=O)NCc2ccc(OC)c(OC)c2)Cn2c(=O)n(CCCCCC)c(=O)n21)S(=O)(=O)c1ccc(C)cc1	1	14	4

Part of the list above, reduced to SENP8 block and PfGluPho inh:
molecule	SENP8 block	PfGluPho inh
Cc1ccc(S(=O)(=O)N2C[C@@H](C)[C@]3(C2)[C@H](O)[C@H](OC(=O)Nc2c(C)noc2C)C[C@H]2C(=O)N(c4ccccc4)C(=O)[C@H]23)cc1	8	6
Cc1ccc(-c2ccc(CN3C(CC(C)C)C(=O)N(Cc4cn(CCC5OCCCO5)nn4)CCS3(=O)=O)cc2)cc1 (stereo not drawn)	15	34

The list continues.
SMILES	SENP1 FRET inh	PfGluPho inh	SENP8 block
CC(=O)Nc1c(-c2ccc(C)cc2)nc2ccc(Cl)cn12	-4	23	-357
O=C(CN1CCN(c2cccc(C(F)(F)F)c2)CC1)Nc1ccc2c(c1)OCCCO2	-1	3	-7
CC(C)c1ccc(NC(=O)COC(=O)Cn2cnc3c2c(=O)n(C)c(=O)n3C)cc1	2	-2	13
CC(C)C1C(=O)N(Cc2cn(CCC3OCCCO3)nn2)CCS(=O)(=O)N1Cc1ccc(-c2cccc(N(C)C)c2)cc1 (stereo not drawn)	1	4	-122
COc1ccc(CN2CCC[C@]3(N[C@H](c4ccccc4)[C@@H]4C(=O)N(C)C(=O)[C@@H]43)C2=O)cc1	1	4	15
O=S(=O)(Nc1cccc(F)c1)c1ccc(S(=O)(=O)N2CCOCC2)cc1	0	-15	3
COCOCCn1cc(CN2CCS(=O)(=O)N(Cc3ccc(-c4cccc(CO)c4)cc3)C(CC(C)C)C2=O)nn1 (stereo not drawn)	-1	-19	24
CC(c1ccccc1)n1ccnc1CO (stereo not drawn)	-1	-1	6
C/C(COc1ccccc1)=N\NC(=O)c1nnn(-c2nonc2N)c1CSc1ccc(C)cc1	-1	1	11
COc1cc(C(=O)N(C)C2CCCCC2)cc(OC)c1OC	1	-17	14
O=C(O)c1ccc(S(=O)(=O)N2CCCCCCC2)cc1	2	-11	16
CC1=C(C(=O)Nc2cc(C(=O)NCc3ccccc3)ccc2C)SCCO1	-1	-2	6
COCCCNC(=O)c1cc(S(=O)(=O)N2CCC3(CC2)OCCO3)ccc1F	2	4	-4
COc1cccc(-c2cc(C(=O)O)c3cc4ccccc4cc3n2)c1OC	-5	3	-17
O=C(COC(=O)c1cc(S(=O)(=O)N2CCCCC2)ccc1Cl)NC1CCCCC1	2	12	13
CCN(Cc1ccncc1)C(=S)Nc1ccccc1C	1	15	10
COc1ncnc2c1ncn2CCCN1CCN(c2ccccn2)CC1	2	-6	-2

4 entries from above, reformatted:
COc1ccc(CN2CCC[C@]3(N[C@H](c4ccccc4)[C@@H]4C(=O)N(C)C(=O)[C@@H]43)C2=O)cc1
  SENP1 FRET inh: 1	PfGluPho inh: 4	SENP8 block: 15
O=S(=O)(Nc1cccc(F)c1)c1ccc(S(=O)(=O)N2CCOCC2)cc1
  SENP1 FRET inh: 0	PfGluPho inh: -15	SENP8 block: 3
COCOCCn1cc(CN2CCS(=O)(=O)N(Cc3ccc(-c4cccc(CO)c4)cc3)C(CC(C)C)C2=O)nn1 (stereo not drawn)
  SENP1 FRET inh: -1	PfGluPho inh: -19	SENP8 block: 24
CC(c1ccccc1)n1ccnc1CO (stereo not drawn)
  SENP1 FRET inh: -1	PfGluPho inh: -1	SENP8 block: 6

Only part of the results is shown; the hit share may differ from the screen's.
